T cell modulator: T cell immune modulation candidate. AID 2052. 2C CD8+ T cell-vesicle binding, flow cytometry; active compounds read low. hit rate 0.068% among 330,000. calls only at 7 µM;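 active = response, share of CD8 T cells binding vesicles, and their 90th percentile fluorescence all below set limits, cut at about 80% in these data, passing the limit was not always enough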
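Incubation: binding step 1.5 h, 37 °C, antibody labelling 20 min, ice; system: murine 2C transgenic CD8+ T lymphocytes; technique: cytometric PE anti-B7-1 and Alexa647 anti-CD8 signals after 1% paraformaldehyde fixation; also added: QL9-charged Drosophila Ld/ICAM-1/B7-1 vesicles; control set: naked versus QL9-loaded vesicles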
T cell modulator vesicle-bound %: recorded beside T cell modulator, whose call it bears; double positive events, %; measured here: CD8+ vesicle-bound cell fraction;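 binding gate set so that unloaded-vesicle control wells show 10% double positive cells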
An asterisk follows results filed as active; i = inactive; x = not tested or not shown. Only part of the results is shown; rates above refer to the full screens.

Value order: T cell modulator vesicle-bound %, T cell modulator
CC(C)(C)C(=O)Nc1c2c(nn1-c1ccc(F)cc1)CSC2
→ 20, i
CC1(C)Cc2c(c(N3CCCC3)nc3sc(C(=O)Nc4ccccc4)c(N)c23)CO1
→ 7, i
COc1cc2c(cc1OC)C(NNC(=O)c1ccc(Br)o1)=NC(C)(C)C2
→ 9, i
O=C(CN(C(=O)c1ccccc1)N1C(=O)CCC1=O)c1cccs1
→ 64, i
COc1ccc(-c2cc(C(=O)N3CCCCCC3)c3cc(C)ccc3n2)cc1
→ 11, i
Cc1sc2ncnc(NCC(O)c3ccc([N+](=O)[O-])cc3)c2c1C (stereo unspecified)
→ 26, i
Cc1sc2nc(CN3CCOCC3)nc(N3CCN(S(=O)(=O)c4ccccc4)CC3)c2c1C
→ 15, i
COc1ccc(NS(=O)(=O)c2cccc(C(=O)OCC(=O)c3c(N)n(C)c(=O)n(C)c3=O)c2)cc1
→ 53, i
Cc1cc(Br)ccc1OCCOCCN1CCCC1
→ 56, i
CCc1cc(=O)oc2cc(C)cc(OCC(=O)NCc3cccnc3)c12
→ 47, i
CCC(C(=O)NC(C)(C)C)N(Cc1ccco1)C(=O)CNS(=O)(=O)c1ccc(OC)cc1 (stereo unspecified)
→ 32, i
CCOc1ccc(OCCCC(=O)N2CCN(S(=O)(=O)c3ccccc3C#N)CC2)cc1
→ 37, i
COc1cc(C(=O)NCc2cc3cc(Cl)ccc3n2C)cc(OC)c1OC
→ 60, i
CCOc1ccccc1NC(=O)CCCNC(=O)Cn1cnc2sc(C)c(C)c2c1=O
→ 36, i
O=c1ccc(Cl)nn1-c1ccccc1
→ 19, i

Arranged by the number under T cell modulator vesicle-bound % (low to high): 7 of the compounds above.
Value order: T cell modulator vesicle-bound %, T cell modulator
Cc1sc2nc(CN3CCOCC3)nc(N3CCN(S(=O)(=O)c4ccccc4)CC3)c2c1C
→ 15, i
O=c1ccc(Cl)nn1-c1ccccc1
→ 19, i
CC(C)(C)C(=O)Nc1c2c(nn1-c1ccc(F)cc1)CSC2
→ 20, i
CCC(C(=O)NC(C)(C)C)N(Cc1ccco1)C(=O)CNS(=O)(=O)c1ccc(OC)cc1 (stereo unspecified)
→ 32, i
CCOc1ccccc1NC(=O)CCCNC(=O)Cn1cnc2sc(C)c(C)c2c1=O
→ 36, i
CCc1cc(=O)oc2cc(C)cc(OCC(=O)NCc3cccnc3)c12
→ 47, i
O=C(CN(C(=O)c1ccccc1)N1C(=O)CCC1=O)c1cccs1
→ 64, i

(listing goes on)
Value order: T cell modulator vesicle-bound %, T cell modulator
COc1ccc(-n2ncc3c2CC(C)(C)CC3NC(=O)CCN2CCCC2=O)cc1 (stereo unspecified)
→ 3, i
CN(C)C(=O)COc1ccc(S(=O)(=O)c2ccc(OCC(=O)N(C)C)cc2)cc1
→ 66, i
Cc1ccc(-n2nc3c(=O)n(CCCC(=O)N4CCCCC4)nc(C)c3c2C)cc1
→ 20, i
COc1ccc(S(=O)(=O)NCc2ccc(C(=O)NCCCN3CC(C)CC(C)C3)cc2)cc1 (stereo unspecified)
→ 31, i
O=C(CNC(=O)c1cccnc1)N=Nc1c(O)[nH]c2c(Br)cc(Br)cc12
→ 3, i
Cc1ccc(C)c(S(=O)(=O)c2c[nH]c(=S)[nH]c2=O)c1
→ 18, i
COc1ccc(N2C(=O)CC(c3ccccc3)CC2=O)cc1
→ 36, i
COc1ccccc1/C=C/C(=O)Nc1cccc(S(=O)(=O)N2CCOCC2)c1
→ 26, i
COc1ccc(-n2nc(C(=O)NCC(=O)N(C)Cc3ccccc3)c3ccccc3c2=O)c(OC)c1
→ 33, i
CC(=O)Nc1ccc(S(=O)(=O)NC2C3(C)CCC(C3)C2(C)C)cc1 (stereo unspecified)
→ 60, i
COc1ccc(NS(=O)(=O)c2ccc(C)c(NC(=O)C3CCCO3)c2)cc1 (stereo unspecified)
→ 4, i
COc1cc(NC(=O)CN2C(=O)NC(C)(c3ccc(OC(F)F)cc3)C2=O)cc(OC)c1OC (stereo unspecified)
→ 19, i
CCc1ccc(C2C(C#N)=C(N)N(N(C)C)C3=C2C(=O)CCC3)cc1 (stereo unspecified)
→ 39, i
COc1ccc(-c2cc(C)no2)cc1S(=O)(=O)N1CCCN(Cc2ccc(F)cc2)C1
→ 46, i
COc1ccccc1CCNC(=O)C(=O)NCC1OCCN1S(=O)(=O)c1ccc(OC)c(OC)c1 (stereo unspecified)
→ 20, i
CN1C(=O)S/C(=C/c2ccc(OCc3cccc(C(=O)O)c3)cc2)C1=O
→ 68, i
COc1ccc(Cc2nnc(SCC(=O)Nc3ccc(C)c(C)c3)o2)cc1OC
→ 32, i
CCC(=O)Nc1ccc2c(c1)nc(CCN1CCCCC1)n2C
→ 9, i
COc1ccc(NC(=O)c2ccccc2)cc1
→ 19, i
Cc1ccc(-n2nc3c(c2NC(=O)c2c(F)cccc2Cl)CS(=O)(=O)C3)cc1C
→ 65, i
Cc1ccc(S(=O)(=O)N(C)C)cc1NC(=S)Nc1cccc2ccccc12
→ 35, i
Cc1ccccc1OCC(=O)OCC(=O)Nc1ccc2c(c1)OCO2
→ 32, i
CC(=O)Nc1ccc(NC(=O)c2cc(-c3cc(C)c(C)cc3O)n[nH]2)cc1
→ 18, i
COc1ccc2[nH]cc(CCNC(=O)COc3ccc4ccc(=O)oc4c3)c2c1
→ 34, i
C[C@]12C(=O)N(c3cccc(Cl)c3)C(=O)N1[C@@H]1c3ccccc3OC[C@@H]1[C@H]2c1ccccc1
→ 9, i
CC1CCCN(CCCN2C(=O)C3C(C(=O)Nc4ccc(Cl)cc4)C4C=CC3(O4)C2C(=O)NC2CCCCC2)C1 (stereo unspecified)
→ 48, i
NC(=O)c1cc([N+](=O)[O-])ccc1NCc1ccc(N)cc1
→ 31, i
O=C(CNC(=O)C1COc2ccccc2O1)Nc1ccc(F)c(F)c1 (stereo unspecified)
→ 32, i
N#CCC(=O)NC1CCC(CC2CCC(NC(=O)CC#N)CC2)CC1 (stereo unspecified)
→ 19, i
O=C(NCC1CC1)C1(S(=O)(=O)c2ccccc2)CC=CC1
→ 26, i

Another view of three compounds above:
CC(=O)Nc1ccc(NC(=O)c2cc(-c3cc(C)c(C)cc3O)n[nH]2)cc1
  T cell modulator vesicle-bound %: 18	T cell modulator: i
COc1ccc2[nH]cc(CCNC(=O)COc3ccc4ccc(=O)oc4c3)c2c1
  T cell modulator vesicle-bound %: 34	T cell modulator: i
C[C@]12C(=O)N(c3cccc(Cl)c3)C(=O)N1[C@@H]1c3ccccc3OC[C@@H]1[C@H]2c1ccccc1
  T cell modulator vesicle-bound %: 9	T cell modulator: i

(cont.)
Value order: T cell modulator vesicle-bound %, T cell modulator
Cc1ccc(NC(=O)c2cc(S(=O)(=O)N3CCc4ccccc43)cn2C)cc1
→ 42, i
COc1cc(C)c(NC(=O)c2cccc(S(=O)(=O)N3CCCC3)c2)cc1OC
→ 29, i
COc1ccc(C(=O)n2c(N)nc3ccccc32)cc1OC
→ 35, i
C=CCN(C(=O)c1ccc2snnc2c1)c1ccccc1
→ x, i
CC(C)C(NS(=O)(=O)c1ccccc1)C(=O)N1CCCCCC1 (stereo unspecified)
→ 36, i
O=C(Cc1ccc(Cl)cc1)NC1CCCCCC1
→ 63, i
O=C(CN1CCN(Cc2ccc(F)cc2)CC1)NCc1ccccc1
→ 62, i
O=C(NC(=S)NNC(=O)c1ccco1)c1ccc(F)cc1
→ 16, i
CNC(=O)c1ccc(Nc2nc(-c3ccccc3)nc3ccccc23)cc1
→ 38, i
NC(=O)CCn1c(C(=O)c2cc(Cl)c(N)c(Cl)c2)c2ccccc2[n+]1[O-]
→ 59, i
CN1CCN(S(=O)(=O)c2ccc(Oc3cccc(C(F)(F)F)c3)nc2)CC1
→ 59, i
CCSc1nc(-c2ccccc2)cc(=O)[nH]1
→ 23, i
CCNS(=O)(=O)c1ccc(CCC(=O)Nc2ccc3c(c2)OCO3)cc1
→ 50, i
Cc1cccn2c(=O)c3cc(C(=O)N4CCOCC4)n(C)c3nc12
→ 14, i
O=C(C1CCN(S(=O)(=O)c2ccccc2)CC1)N1CCN(Cc2ccc3c(c2)OCO3)CC1
→ 18, i
O=C(COC(=O)c1ccc(Cl)nc1)NC(=O)c1ccc(OC(F)F)cc1
→ 18, i
CCN(CC)S(=O)(=O)c1ccc(N/N=C(\C)c2ccncc2)c([N+](=O)[O-])c1
→ 15, i
Cc1cccc(N2CCN(C(=O)c3ccc(NS(=O)(=O)c4ccc5[nH]c(=O)[nH]c5c4)cc3)CC2)c1C
→ 26, i
C=CCN(c1ccccc1)S(=O)(=O)c1cccc(C(=O)N2CC(C)CC(C)C2)c1 (stereo unspecified)
→ 9, i
CC(C)NC(=O)CSc1nc(Cc2ccccc2)nc2ccccc12
→ 6, i
Cc1cccc(N2CCN(C(=O)c3ccc4[nH]c(C)c(C)c4c3)CC2)c1C
→ 42, i
CCCCn1c(N)c(N(CC(C)C)C(=O)CSc2ccccc2C)c(=O)[nH]c1=O
→ 19, i
CC(C)(C)OC(=O)N1CCC(c2c(C(=O)NC3CC3)cnn2-c2ccccc2)CC1
→ 22, i
CCOC(=O)C(Cc1ccccc1)NC(=O)CCC(=O)c1ccc(OC)cc1 (stereo unspecified)
→ 61, i
O=C(Nc1cc(S(=O)(=O)N2CCOCC2)ccc1N1CCCCC1)c1ccccc1
→ 45, i
COc1ccc(/C=C2\SC(=O)N(CC(=O)NCCCn3ccnc3)C2=O)cc1
→ 25, i
CC(=O)NCCc1nc2cc(NC(=O)c3ccc([N+](=O)[O-])cc3)ccc2n1C
→ 19, i
COc1ccc(C2/C(=C(/O)c3ccc(C)cc3)C(=O)C(=O)N2c2ccccn2)cc1 (stereo unspecified)
→ 61, i
CCOc1ccc([C@@H]2CC=C(C(=O)O)[C@H](c3cccc(Cl)c3)N2S(=O)(=O)c2ccc(C)cc2)cc1
→ 52, i
CC(CNC(=O)CN1C(=O)c2cccnc2Oc2ccc(Cl)cc21)c1ccccc1 (stereo unspecified)
→ 50, i
O=C(Nc1ccc(C(F)(F)F)cc1)C1=NN(C2CCS(=O)(=O)C2)C(=O)CC1 (stereo unspecified)
→ 30, i
Cc1nn(-c2ccccc2)c(Cl)c1C(=O)N(C)CC(=O)Nc1cccc(F)c1
→ 53, i
COCCNC(=O)c1cn(CCOC)c(=O)c2c1c1ccccc1n2C
→ 25, i
CCOC(=O)C1(CCOc2ccccc2)CCN(Cc2ccc(C(=O)OC)cc2)CC1
→ 56, i
CC(=O)NCCOC(=O)c1nn(Cc2ccccc2)c(=O)c2ccccc12
→ 16, i
CC1(C(=O)N2CCN(C(=O)c3ccco3)CC2)CC1(Br)Br (stereo unspecified)
→ 21, i
CCN(c1cc(C)cc(C)c1)S(=O)(=O)c1nnc(NC(=O)c2ccco2)s1
→ 36, i
CN(C)c1ccc(/C=N/NC(=O)C[n+]2ccccc2)cc1
→ 21, i
CC(C)Cn1nc(C(=O)Nc2cccc(C(=O)NC3CC3)c2)c2ccccc2c1=O
→ 39, i
CCN1CCN(C(=O)c2ccc(CS(=O)Cc3ccc(C)cc3)o2)CC1 (stereo unspecified)
→ 9, i
O=C(CCCN1C(=O)/C(=C/c2ccccc2Cl)SC1=S)N1CCCC1
→ 10, i
COc1cccc(CN2CCN(C(=O)c3oc4c(F)cccc4c3C)CC2=O)c1
→ 39, i
CCc1nc(Nc2cccc(OC)c2)c2oc3ccccc3c2n1
→ 23, i
COc1ccc(CNC(=O)C2CCN(S(=O)(=O)c3ccc(SC)cc3)CC2)cc1
→ 34, i
COc1cc(OC)c(OC)cc1CNCc1ccc2c(c1)OCO2
→ 54, i
CCOC(=O)C1=C(CC)Nc2ccccc2N=C1NC(=O)c1cccc(S(=O)(=O)N2CCOCC2)c1
→ 16, i
CCNS(=O)(=O)c1ccc(CCC(=O)NCc2ccc3c(c2)OCO3)cc1
→ 54, i
CS(=O)(=O)N1CCC(NC(=O)Nc2ccc(OC(F)(F)F)cc2)CC1
→ 51, i
CC(Sc1ccc(S(=O)(=O)N(C)C)cn1)C(=O)NC1CCCC1 (stereo unspecified)
→ 47, i
COc1ccc(CCNC(=O)COC(=O)c2ncc(Cl)c(Cl)c2Cl)cc1OC
→ 8, i
COc1ccc(CNCCCSc2ncccn2)c(OC)c1
→ 63, i
Cc1ccc(C)c(NC(=O)CN(C)C(=O)c2ccc(S(=O)(=O)N3CCCCCC3)cc2)c1
→ 43, i
O=C(NCC1CCCO1)c1ccc(-c2ccccc2Cl)o1 (stereo unspecified)
→ 17, i
CC(Sc1nnnn1-c1ccccc1)C(=O)NC1CCCC1 (stereo unspecified)
→ 46, i
CCCCc1nnc(NC(=O)c2ccc3[nH]c(=O)c(=O)[nH]c3c2)s1
→ 28, i
O=C(NCC(c1ccco1)N1CCCC1)c1ccc(Cl)c(S(=O)(=O)N2CCc3ccccc32)c1 (stereo unspecified)
→ 31, i
CC[C@H](C)[C@H](NC(=O)OCc1ccccc1)C(=O)OCC(=O)N(C)CC(=O)Nc1ccccc1Cl
→ 33, i
O=C(CN1C(=O)NC(Cc2c[nH]c3ccccc23)C1=O)Nc1ccccc1C(F)(F)F (stereo unspecified)
→ 5, i
COc1ccc([N+](=O)[O-])cc1NC(=O)C(C)NNC(=O)c1cccc([N+](=O)[O-])c1 (stereo unspecified)
→ 16, i
CC(=O)c1cccc(NCC(=O)c2ccc(C)c([N+](=O)[O-])c2)c1
→ 48, i
O=C(COC(=O)c1ccc2c(c1)C(=O)N(Cc1ccco1)C2=O)NCC(F)(F)F
→ 26, i
CCOc1ccccc1C(=O)Nc1ccc2c(c1)C(=O)NC2=O
→ 11, i
Cc1ccc(NC2CCCN(C(=O)CSc3ccccn3)C2)cc1C (stereo unspecified)
→ 12, i
